CHT PAM: allosteric activators of human choline transporter CHT. CHT-expressing cells, membrane potential dye, choline EC20; active compounds read high; LV-AA mutant CHT in HEK293 cells. Q9GZV3. B-score at 10 µM. 310,000 compounds, 0.49% hits. AID 488977;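 active = initial fluorescence not abnormally high and integrated response B-score, plate-corrected, over 3 SD above library mean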
Target sequence (Q9GZV3 whole entry, looked up): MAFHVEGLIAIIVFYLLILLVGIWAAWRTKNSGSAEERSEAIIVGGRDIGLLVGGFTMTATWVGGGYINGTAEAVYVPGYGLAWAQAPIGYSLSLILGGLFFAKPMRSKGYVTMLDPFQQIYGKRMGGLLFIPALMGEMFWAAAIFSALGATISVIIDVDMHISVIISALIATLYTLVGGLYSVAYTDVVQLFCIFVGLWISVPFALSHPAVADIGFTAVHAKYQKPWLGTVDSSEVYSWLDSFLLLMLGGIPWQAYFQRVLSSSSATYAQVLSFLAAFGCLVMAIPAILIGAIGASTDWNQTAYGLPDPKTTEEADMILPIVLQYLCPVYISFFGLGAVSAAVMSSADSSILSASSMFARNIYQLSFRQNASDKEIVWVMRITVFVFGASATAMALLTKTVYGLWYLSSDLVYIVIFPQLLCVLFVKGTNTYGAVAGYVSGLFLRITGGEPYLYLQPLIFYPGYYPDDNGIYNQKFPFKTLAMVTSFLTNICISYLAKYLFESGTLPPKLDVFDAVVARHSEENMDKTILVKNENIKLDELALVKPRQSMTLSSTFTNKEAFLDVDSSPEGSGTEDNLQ
OX1R antag-1: OX1R (human) antagonism; O43613; OX1R-expressing cells, FRET antagonist read-out; inhibition, % at 6.6 µM; 330,000 compounds, 1.8% hits; AID 485270; in the data active = inhibition mostly above about 38%, no sharp cut-off; inactive = mostly below about 40%;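 note: 0% = agonist challenge alone and 100% = reference antagonist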
Target sequence (O43613 whole entry, looked up): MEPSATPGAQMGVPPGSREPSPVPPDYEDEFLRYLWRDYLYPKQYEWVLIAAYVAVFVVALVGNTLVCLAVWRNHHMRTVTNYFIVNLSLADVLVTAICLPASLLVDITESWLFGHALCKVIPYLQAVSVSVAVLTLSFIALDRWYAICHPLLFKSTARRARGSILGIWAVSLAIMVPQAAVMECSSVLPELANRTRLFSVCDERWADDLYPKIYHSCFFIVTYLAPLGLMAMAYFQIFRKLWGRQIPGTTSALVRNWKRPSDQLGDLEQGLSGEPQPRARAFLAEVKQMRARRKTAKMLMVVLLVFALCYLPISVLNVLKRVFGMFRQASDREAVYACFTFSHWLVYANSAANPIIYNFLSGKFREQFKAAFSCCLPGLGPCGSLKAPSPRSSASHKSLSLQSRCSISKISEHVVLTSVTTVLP
OX1R antag-2: blocks the human orexin 1 receptor. CHO/OX1R cells, Fluo-8 calcium fluorescence, orexin A. AID 434989. 330,000 compounds, 0.43% hits. O43613. inhibition, % at 5 µM;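 active = inhibition above its plate's threshold, mean inhibition of all tested compounds on the plate plus 3 SD, cut at about 37% in these data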;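 note: 0% = orexin A challenge wells and 100% = SB-334867-A antagonist wells; not every result past the cut was called active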
Numbers without * were called inactive; i = inactive; · = not tested or not shown.

Preview:
SMILES | OX1R antag-1 | OX1R antag-2 | CHT PAM
CC(=O)c1cccc(NC(=O)C(C)OC(=O)Cc2n[nH]c(=O)c3ccccc23)c1 (centres undefined) | 11 | -20 | i
O=C(NNS(=O)(=O)c1c(F)cc(F)c(Cl)c1F)C12CC3CC(CC(C3)C1)C2 | 6 | 5 | ·
CC1CCOC2(O1)C(=O)Nc1ccccc12 (centres undefined) | 31 | -9 | i
COc1ccc(C(=O)O)cc1S(=O)(=O)N1CCN(c2ccccn2)CC1 | 14 | -5 | i
O=C(NC1CCCCCC1)c1cc(S(=O)(=O)N2CCCCC2)ccc1N1CCOCC1 | 11 | -34 | i
CCN(CC)S(=O)(=O)c1cccc(-c2n[nH]c(=S)n2/N=C/c2ccc(Br)cc2)c1 | 29 | -26 | i
CCc1ccc(-c2cc(C)no2)cc1S(=O)(=O)Nc1ccc(Cl)cn1 | 16 | -14 | i
Cc1cc(C)c(-n2nnnc2SC(C)C)c(C)c1 | 16 | -27 | i
CCC1Oc2ccc(C)cc2N(CC(=O)NC2CCCCC2)C1=O (centres undefined) | 7 | -18 | i
CCc1nnc(NC(=O)c2ccc(-c3ccc(Cl)cc3)o2)s1 | 12 | -11 | i
CNc1c(NS(=O)(=O)c2cc(NC(C)=O)ccc2C)c(=O)oc2ccccc12 | 11 | -15 | i
c1ccc(-c2nc(N3CCOCC3)sc2-c2ccccc2)cc1 | 28 | -21 | i
N#C/C(=C\c1cn(CCOc2ccccc2)c2ccccc12)C(=O)NCc1ccco1 | 18 | 0 | i

The list itself, from the start:
SMILES | OX1R antag-1 | OX1R antag-2 | CHT PAM
CC(=O)c1cccc(NC(=O)C(C)OC(=O)Cc2n[nH]c(=O)c3ccccc23)c1 (centres undefined) | 11 | -20 | i
O=C(NNS(=O)(=O)c1c(F)cc(F)c(Cl)c1F)C12CC3CC(CC(C3)C1)C2 | 6 | 5 | ·
CC1CCOC2(O1)C(=O)Nc1ccccc12 (centres undefined) | 31 | -9 | i
COc1ccc(C(=O)O)cc1S(=O)(=O)N1CCN(c2ccccn2)CC1 | 14 | -5 | i
O=C(NC1CCCCCC1)c1cc(S(=O)(=O)N2CCCCC2)ccc1N1CCOCC1 | 11 | -34 | i
CCN(CC)S(=O)(=O)c1cccc(-c2n[nH]c(=S)n2/N=C/c2ccc(Br)cc2)c1 | 29 | -26 | i
CCc1ccc(-c2cc(C)no2)cc1S(=O)(=O)Nc1ccc(Cl)cn1 | 16 | -14 | i
Cc1cc(C)c(-n2nnnc2SC(C)C)c(C)c1 | 16 | -27 | i
CCC1Oc2ccc(C)cc2N(CC(=O)NC2CCCCC2)C1=O (centres undefined) | 7 | -18 | i
CCc1nnc(NC(=O)c2ccc(-c3ccc(Cl)cc3)o2)s1 | 12 | -11 | i
CNc1c(NS(=O)(=O)c2cc(NC(C)=O)ccc2C)c(=O)oc2ccccc12 | 11 | -15 | i
c1ccc(-c2nc(N3CCOCC3)sc2-c2ccccc2)cc1 | 28 | -21 | i
N#C/C(=C\c1cn(CCOc2ccccc2)c2ccccc12)C(=O)NCc1ccco1 | 18 | 0 | i
O=C(O)C1CCCCC1C(=O)NCCc1ccncc1 (centres undefined) | 8 | -1 | i
COC(=O)C(O)(CC(=O)Nc1cc(OC)c(OC)c(OC)c1)C(F)(F)F (centres undefined) | 5 | -22 | i
Cc1nc2sc(C(c3ccco3)N3CCOCC3)c(O)n2n1 (centres undefined) | 24 | 2 | i
O=C(COC(=O)c1cccc(F)c1)NC(=O)NCc1ccccc1 | 6 | 3 | ·
O=[N+]([O-])c1nn(-c2ccccc2)[n+]([O-])c1N1CCN(c2ccccc2F)CC1 | 20 | -12 | i
Cc1ccc(OCC(O)CN2CCCC2)cc1 (centres undefined) | 10 | -18 | i
Cc1ccc(-c2cc3onc(-c4ccccc4)c3c(=O)n2C)cc1 | 5 | -26 | i
COc1ccc(C(=O)Nc2ccc(S(=O)(=O)Nc3ncccn3)cc2)cc1OC | 6 | 11 | i
O=C(O)c1ccccc1C(=O)Nc1ccccc1[N+](=O)[O-] | 16 | 2 | i
CCOc1ccc(/C=N/NC(=O)C(=O)NCc2ccco2)cc1 | 22 | -13 | i
C=CCNc1cccc(Br)c1 | 27 | -14 | i
CCN(CC)S(=O)(=O)c1ccc(OC)c(NC(=O)c2ccc([N+](=O)[O-])cc2)c1 | 11 | -19 | i
COc1ccc(CC(=O)Nc2nc(C)cs2)cc1OC | 37 | -14 | i
CCOC(=O)c1ccc(Nc2sc(C(=O)c3cccc([N+](=O)[O-])c3)c(N)c2C#N)cc1 | 6 | -18 | i
NC1=NC[C@H](Cc2ccccc2)N1CCc1cc(C(F)(F)F)cc(C(F)(F)F)c1 | 14 | 4 | i
Cc1nc(SC2CC(=O)N(c3cc(Cl)cc(Cl)c3)C2=O)nc2c1CCCC2 (centres undefined) | 58 | 35 | i
CCCCc1nccn1CCn1ccnc1CCCC | 7 | 5 | i
CCCCn1nc(C(=O)NC2CCCCCC2)c2ccccc2c1=O | 6 | -38 | ·
Cc1cc(C)c(NC(=O)C2=CCN(S(=O)(=O)c3ccc(F)cc3)CC2)c(C)c1 | 8 | -37 | i
COCCCn1c(C(=O)N2CCOCC2)cc2c(=O)n3cccc(C)c3nc21 | 18 | -18 | i
Cn1c(C(=O)Nc2ccc3c(c2)OCCO3)cc2c(=O)n(C)c3ccccc3c21 | 35 | -30 | i
CSCCC(NC(=O)c1ccco1)C(=O)O (centres undefined) | 12 | -21 | i
CC(C)N(C(=O)COC(=O)CNC(=O)c1ccc(Br)cc1)c1ccccc1 | 14 | -19 | i
CCCC(=O)Nc1nnc(S(=O)(=O)N2CCCCCC2)s1 | 6 | -9 | i
COc1ccc(C2CC(=O)C(C=NCCCO)=C(O)C2)cc1 (centres undefined) | 30 | 1 | i
O=[N+]([O-])c1cccc(/C=N/Nc2ncc(Br)cn2)c1 | 25 | -18 | i
C=CCNC(=O)/C(C#N)=C/c1ccccc1Cl | 11 | -15 | i
COc1ccc(NS(=O)(=O)c2ccc(-c3coc(C)n3)cc2)cc1 | 20 | 15 | i
COC(=O)[C@@H](NC(=O)NCc1cccc(OC)c1)C(C)C | 4 | 0 | i
Cc1cc2oc(=O)c(CC(=O)NCCCN(C)C)c(C)c2c2occ(C(C)(C)C)c12 | -8 | 9 | i
CNC(=S)N/N=C1\CC(c2ccccc2)Oc2ccccc21 (centres undefined) | 20 | -39 | i
Cn1c(SCC(=O)Nc2ccc3c(c2)OCO3)nnc1-c1cnccn1 | 8 | -23 | i
CC(=O)OCCCn1c(C)[n+](C)c2cc(Cl)c(Cl)cc21 | 6 | -20 | 9.7*
O=C(NC(=S)Nc1cc(Cl)ccc1N1CCOCC1)c1ccccc1[N+](=O)[O-] | 18 | -28 | i
CC1CCN(S(=O)(=O)c2cn(C)c(=O)n(C)c2=O)CC1 | -4 | -5 | i
CCOC(=O)N1N=C(CC)CC1(O)C(F)(F)F (centres undefined) | 7 | 5 | i
CCOC(=O)CCNCc1ccc(F)cc1 | 4 | 7 | i
COc1ccc(C(=O)N2CCc3cc(OC)c(OC)cc3C2c2cccc([N+](=O)[O-])c2)cc1OC (centres undefined) | 16 | -33 | i
CC(NC(=O)c1ccccc1)c1ccc(Br)cc1 (centres undefined) | 13 | -23 | i
COc1ccc(C(=O)C2CCN(C(=S)NCCc3ccc(OC)c(OC)c3)CC2)cc1 | 13 | -12 | i
CCC(C)OC(=O)C1=C(C)O[C@]23OC(N)=C(C#N)[C@]12C(=O)c1ccccc13 (some centres undefined) | 22 | -26 | i
COc1ccc(NC(=O)CN2CCN(c3ccc(F)cc3)CC2)cc1Cl | 20 | -26 | i
N=c1oc2ccccc2cc1-c1nc2ccccc2c(=O)[nH]1 | 15 | 1 | i

Next records follow.
SMILES | OX1R antag-1 | OX1R antag-2 | CHT PAM
COc1ccc(NC(=O)C2=CC(c3ccc(C)cc3)=NS(=O)(=O)N2C)cc1OC | 14 | -7 | i
O=c1cc(-c2ccccc2)[nH]n2cnnc12 | 19 | -8 | i
O=C(CSc1nnc(COc2ccccc2F)n1-c1ccccc1)NCc1ccco1 | -2 | -33 | i
Cc1ccccc1NC(=S)NCC(c1cccnc1)N1CCOCC1 (centres undefined) | 2 | 6 | i
CC(=O)c1nnn(-c2cccc([N+](=O)[O-])c2)c1C | 30 | -16 | i
COc1ccc(-c2cn3cccc(C)c3n2)cc1F | 25 | -15 | i
COc1cc(C(=O)Oc2ccccc2/C=N/NC(=O)c2ccc(C)cc2)cc(OC)c1OC | 11 | -11 | i
COc1ccc(C(=O)OCn2nnc3ccccc3c2=O)cc1 | 7 | -5 | i
CC1CCc2nn(CC(=O)N3CCCCCC3)cc2C1 (centres undefined) | 8 | -20 | i
Cc1ccccc1NC(=O)Cn1c(=O)oc2ccccc21 | -7 | -12 | i
Cc1cccc(Oc2ccc(S(=O)(=O)N3CCCCC3)cc2N)c1 | -14 | -48 | i
CCOc1ccc2nc(NC(=O)C(NS(=O)(=O)c3cccc4nsnc34)C(C)C)sc2c1 (centres undefined) | 22 | -24 | i
Cc1cccc(C(=O)NNC(=O)CSc2nnc(C(C)C)n2C)c1 | 10 | 1 | i
Cc1nnc(NC(=O)CN2CCN(Cc3ccccc3Cl)CC2)s1 | 1 | 7 | i
O=C(O)c1ccccc1SCCS(=O)(=O)c1ccc(Cl)cc1Cl | 15 | -1 | i
COc1ccccc1OCC(=O)Nc1ccccc1C(=O)NCc1cccnc1 | 8 | -18 | i
Cc1nn(C)c(C)c1NC(=O)C12CC3CC(CC(C3)C1)C2 | 3 | -7 | i
COc1ccc(-c2cc(C3CC3)nc3sc(C#N)c(N)c23)cc1 | 23 | -33 | i
O=C(COC(=O)c1ccc2c(c1)OCCO2)NCCc1ccc(F)cc1 | 1 | -22 | ·
Cc1c(C(=O)N2CCN(C(=O)c3ccco3)CC2)oc2c(Cl)cccc12 | 11 | -19 | i
Cc1ccc(Cn2c(=O)sc3ccccc3c2=O)cc1 | 13 | -9 | i
COC(=O)c1ccc(S(=O)(=O)N2CCC(C(N)=O)CC2)n1C | 2 | 1 | i
CS(=O)(=O)c1nc(S(=O)(=O)c2ccc(Cl)cc2)c(NCc2ccccn2)s1 | 6 | -8 | i
O=C(O)/C=C\C(=O)Nc1ccc(N2CCN(c3cccc(Cl)c3)CC2)cc1 | 15 | -2 | i
COc1cc(NC(=O)Cn2cnc3ccccc3c2=O)c(OC)cc1Cl | 17 | -27 | i
O=C(N/N=C/c1coc2ccccc2c1=O)c1ccccc1Br | 20 | -7 | i
CC(C)c1ccc(/C=C2\NC(=O)NC2=O)cc1 | 19 | 0 | i
COc1cc(C(=O)NCCNc2nc3cc(C)ccc3cc2C#N)cc(OC)c1OC | 54* | -16 | i
Cc1nn(C)c(C(=O)N/N=C/c2cccnc2)c1Br | 15 | 1 | i
O=C(NC(=S)Nc1ccc(N2CCCCC2)c(Cl)c1)c1cccs1 | 2 | -20 | i
COc1ccc(OC)c(/C=N/n2c(C)nc3ccccc3c2=O)c1 | 9 | -17 | i
O=C(c1ccc(Cl)c([N+](=O)[O-])c1)N(c1ccccn1)c1ccccn1 | 47 | -23 | i
O=C(c1ccc(=O)oc1)N1CCN(c2ccc(F)cc2)CC1 | 8 | -14 | i
Cc1ccc(NC(=O)CSc2nc3ccccc3c3nc(CCn4cncc4C)nn23)c(C)c1 | 18 | -32 | i
C=CCN(c1ccccc1OC)S(=O)(=O)c1cccc(C(=O)Nc2nnc(C3CC3)s2)c1 | 2 | -12 | ·
COc1ccc(-c2csc(NC(=O)C3CCCCN3S(=O)(=O)c3ccccc3)n2)cc1 (centres undefined) | 20 | -24 | i
COCCCN1C(=O)N(c2ccc(F)cc2)C(=O)C1CC(=O)Nc1ccccc1 (centres undefined) | 3 | -15 | i
Cc1nc(SCc2nc3ccccc3[nH]2)c2oc3cc([N+](=O)[O-])ccc3c2n1 | 22 | -20 | ·
O=C(COc1ccccc1)Nc1cccc(-c2nc3cc4ccccc4cc3[nH]2)c1 | 32 | -11 | i
CCOC(=O)Cn1nc(C)cc1NC(=O)c1cccnc1 | 13 | 3 | i
Cc1ccc(S(=O)(=O)N(C)CC(=O)N2CCN(C(=O)c3ccco3)CC2)cc1 | 16 | -7 | i
CC(C)NC(=O)c1cc(-c2ccco2)nn1-c1ccc(Cl)cc1 | 6 | -38 | i
CCOc1ccc(CNC(=O)C2CCN(C(=O)N3CC(C)Oc4ccccc43)CC2)cc1 (centres undefined) | 0 | -21 | i
CCCN(C(=O)COC(=O)c1nc2nc(C)cc(C)n2n1)C1CCS(=O)(=O)C1 (centres undefined) | 2 | 22 | ·
Cn1cnnc1-c1cccc(NC(=O)c2cc(F)c(F)cc2Cl)c1 | -5 | -5 | i
COc1ccc(CNC(=S)Nc2ccccc2)cc1 | 16 | -13 | i
CNc1nc2[nH]c(=O)c3c(c2s1)OC(N)=C(C#N)C3c1ccccc1 (centres undefined) | 6 | -4 | i
O=C1CN(S(=O)(=O)c2cccc(Cl)c2Cl)c2ccccc2N1 | 10 | -6 | i
CN(C)C1=NCCN1CCCCc1ccccc1 | 21 | -4 | i
Cc1ccc(OCC(=O)N(c2ccccn2)C2CCCCC2)c(C)c1 | 24 | -38 | i
CCOc1ccc(Nc2nc(Cc3nnc(SCC(=O)NC4CCCCC4)n3C)cs2)cc1 | 1 | -17 | i

Random draw from the library, and some 2.5% of all compounds hit somewhere here.
